# From PubChem BioAssay
# PP5 primary: blocks human protein phosphatase 5 activity; inhibition, % at 6.7 µM; purified PP5c, OMFP substrate fluorescence; AID 1987; 0.18% of 320,000 active;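 active means inhibition above the campaign's mean inhibition across all tested compounds plus 3 SD, cut at about 9.5% in these data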;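 further: 0% = DMSO only and 100% = 100 µM cantharidin control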
# TPT1 inh: inhibitors of Candida albicans tRNA 2'-phosphotransferase TPT1 | recombinant caTPT1, FP RNA substrate dephosphorylation | inhibition, % at 5 µM | 0.81% of 300,000 active | AID 1962;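 active means inhibition above the mean of all tested compounds plus 3 SD, set per screening campaign, cut at about 24% in these data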;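 further: plate controls were DMSO alone for no effect and ferristatin control at 100 nM for full effect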
# Efflux pump inh: inhibitors of Candida antifungal efflux pumps expressed in yeast; S. cerevisiae Candida pump triplex, Nile Red efflux; inhibition, % at 10 µM; 0.44% of 330,000 active; AID 485275;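 active means plate passing quality check with inhibition over a set limit, or well fluorescence over plate mean plus 4 SD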;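 further: Nile Red retained in pooled yeast measured as flow cytometry median fluorescence; 0% = buffer negative control and 100% = Enniatin B positive control; higher means more Nile Red kept so more efflux inhibition; some compounds called inactive have numbers as strong as hits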
# core dimer inh: HCV core protein dimerization inhibition. TR-FRET GST/Flag-core106 dimerization, 1536-well. inhibition, % at 5 µM. 0.33% of 300,000 active. AID 1899;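 active means inhibition above the mean of all tested compounds plus 3 SD, set per screening campaign, cut at about 45% in these data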
#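 assay system = GST-tagged and Flag-tagged HCV core protein residues 1-106 | controls = unlabelled core106 and no-GST-core106 wells | incubation = compound-protein-antibody incubation 4 h at 22.5 °C | probe or stimulus = Eu donor and XL665 acceptor anti-tag antibodies | read-out = % inhibition based on acceptor/donor emission ratio | signal = TR-FRET 671 and 617 nm emission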
# Fh CTSL1 inh: cathepsin L1 inhibition, PFM18AAP counter-screen | AID 1906 | 0.49% of 300,000 active | inhibition, % at 5.96 µM | recombinant F. hepatica cathepsin L1, Z-Leu-Arg-MCA fluorescence;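 active means inhibition above the mean of all tested compounds plus 3 SD, set per screening campaign, cut at about 17% in these data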;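 further: 0% = plate median of test compound wells and 100% = 1 µM Z-Phe-Ala-diazomethylketone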
# PP1 inh: PP1-alpha (human) inhibition in PP5 counter-screen. P62136. purified PP1alpha, OMFP fluorescence. inhibition, % at 6.7 µM. 0.9% of 320,000 active. AID 2235;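 active means inhibition above the mean inhibition of all tested compounds plus 3 SD, computed separately for each screening campaign, cut at about 15% in these data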
# LYPLA2 counter: counter-screen for PME1 inhibitors: inhibitors of human LYPLA2 | O95372 | recombinant LYPLA2, FP-Rh probe fluorescence polarization | inhibition, % at 5.9 µM | 0.38% of 320,000 active | AID 2177;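 active means inhibition above the screen-wide mean plus 3 SD, limit set per campaign, cut at about 26% in these data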;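 further: 0% = LYPLA2 with DMSO and 100% = wells lacking LYPLA2 enzyme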
# Target sequence (O95372 whole entry, looked up): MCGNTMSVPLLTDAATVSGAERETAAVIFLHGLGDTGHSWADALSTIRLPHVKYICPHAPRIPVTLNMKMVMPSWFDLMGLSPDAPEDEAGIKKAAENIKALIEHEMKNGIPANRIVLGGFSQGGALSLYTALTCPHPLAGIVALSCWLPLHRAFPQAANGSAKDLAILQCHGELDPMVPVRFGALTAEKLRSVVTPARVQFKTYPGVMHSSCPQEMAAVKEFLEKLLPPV
# PREPL inh: human PREPL enzyme inhibition; Q4J6C6; recombinant PREPL, fluorescence polarization activity-based probe; inhibition, % at 5.96 µM; 0.68% of 320,000 active; in the data active means inhibition above about 43%;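 further: 0% = enzyme with DMSO and 100% = wells lacking enzyme; many of its hits are not listed in these tables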
# Target sequence (Q4J6C6 whole entry, looked up): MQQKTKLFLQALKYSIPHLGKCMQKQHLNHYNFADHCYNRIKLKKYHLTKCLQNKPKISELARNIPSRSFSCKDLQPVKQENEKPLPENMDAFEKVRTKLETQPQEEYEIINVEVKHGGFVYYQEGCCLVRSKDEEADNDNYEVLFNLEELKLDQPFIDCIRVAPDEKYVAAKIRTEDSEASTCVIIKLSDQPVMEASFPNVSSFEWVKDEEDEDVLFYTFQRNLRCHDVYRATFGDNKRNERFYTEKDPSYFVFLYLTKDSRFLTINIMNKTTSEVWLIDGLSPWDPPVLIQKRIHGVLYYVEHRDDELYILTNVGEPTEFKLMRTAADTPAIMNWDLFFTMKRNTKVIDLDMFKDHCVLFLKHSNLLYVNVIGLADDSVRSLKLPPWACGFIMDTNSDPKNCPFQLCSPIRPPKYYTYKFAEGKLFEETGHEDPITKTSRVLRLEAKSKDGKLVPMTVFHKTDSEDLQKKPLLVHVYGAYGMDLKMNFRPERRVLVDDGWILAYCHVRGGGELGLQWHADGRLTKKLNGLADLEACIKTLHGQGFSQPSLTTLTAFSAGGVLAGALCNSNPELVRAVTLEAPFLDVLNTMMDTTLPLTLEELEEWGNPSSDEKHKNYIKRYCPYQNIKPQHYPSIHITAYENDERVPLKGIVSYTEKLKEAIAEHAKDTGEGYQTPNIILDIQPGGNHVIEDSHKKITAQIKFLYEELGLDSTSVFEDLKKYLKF
# GASC-1 inh: blocks human GASC-1 demethylase activity; inhibition, % at 2.35 µM; GST-JMJD2C(1-420) H3K9me3 demethylation, DELFIA europium; AID 2099; 0.069% of 330,000 active;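 active means more than half of a compound's replicate wells show inhibition beyond 50%, single wells judged on their own value; inconclusive means some, but no more than half, of replicates pass 50% inhibition; inactive means no replicate passes 50% inhibition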;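 further: signal counts dimethyl H3K9 product captured on neutravidin plate; 0% = median of DMSO wells and 100% = 0.3 times that DMSO median; strong numbers were not always called active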
# Active calls of the source: *; ? = inconclusive; · = no result given.
SMILES,PP5 primary,TPT1 inh,Efflux pump inh,core dimer inh,Fh CTSL1 inh,PP1 inh,LYPLA2 counter,PREPL inh,GASC-1 inh
CC(CCc1ccccc1)NC(=O)c1cccc([N+](=O)[O-])c1 (stereo not given),3.2,-1,0.4,-4,2,-4,-9,15,-20
CN(C)S(=O)(=O)c1ccc(NC(=O)CN2CCCc3ccccc32)cc1,4.5,51*,0.1,7,2,4,-1,2,0
O=C(Cn1cnc2ccccc21)OCC(=O)N1CCc2ccccc2C1,1.1,-7,0.1,-4,-9,-3,5,3,15
CCOC(=O)c1c(NC(=S)NC(=O)c2cnn(CC)c2)sc2c1CCC(C)C2 (stereo not given),1.7,4,0.3,-5,3,4,5,14,20
Cc1nnc2n(-c3ccccc3)c(=O)c3c4c(sc3n12)CC(C)CC4 (stereo not given),-3.0,3,-0.1,-9,0,-9,-6,10,5
O=C(NCCC1=CCCCC1)c1ccc(-n2cncn2)c([N+](=O)[O-])c1,0.0,-2,0.0,-6,9,-8,-3,2,0
CC(C)CC(NC(=O)c1ccco1)C(=O)Nc1ccc2c(c1)OCCO2 (stereo not given),1.5,-2,-0.2,2,-5,-7,-6,0,1
O=C(NCc1ccccc1)c1ccc(CN2CCOCC2)cc1,0.0,-1,0.0,0,-3,-2,2,7,6
O=C(CSc1nc(C2CC2)nc2ccccc12)Nc1ccccc1N1CCOCC1,0.1,-1,-0.1,7,8,3,-1,2,-17
O=C(Nc1nnc(SCC(=O)N2CCCC2)s1)C1CC(=O)N(c2ccc(F)cc2)C1 (stereo not given),2.5,1,0.0,26,-4,0,3,21,6
COC(=O)C1CCN(Cc2cc(=O)oc3cc(OC)ccc23)CC1,0.2,1,-0.1,2,0,0,-1,4,-3
Cc1ccc(NC2OC(CO)C(O)C(O)C2O)cc1 (stereo not given),2.0,-4,-0.1,0,-3,-5,3,20,7
CC(C)(SC(=S)N1CCCCCC1)C(=O)O,1.3,-1,0.0,2,10,-5,-1,2,-10
O=C(N/N=C/c1ccc(OC(=O)c2ccccc2)cc1)c1ccc(CN2CCOCC2)cc1,1.3,-7,0.0,2,0,1,-2,19,-12
O=C(CSCc1ccc(F)cc1)NC1CCCC1,1.6,-4,0.0,8,-1,1,9,-8,-2
NC(=O)c1c(NC(=O)c2cccnc2)sc2c1CCCCC2,1.7,-2,-0.1,9,1,0,4,-2,3
CCN(CC)C(=O)C1CCCN(Cc2sccc2C)C1 (stereo not given),5.2,3,-0.1,-2,0,5,-1,2,35
CCOC(=O)C1CCCN(C(=O)c2cc(S(=O)(=O)N3CCCCCC3)ccc2OC)C1 (stereo not given),-2.6,·,-0.1,·,·,-1,0,1,5
O=C(O)c1ccc(OC2CSC2)cc1,3.0,3,0.1,-2,-1,1,2,4,-2
COc1ccc(S(=O)(=O)N2CCN(CC(=O)NCC3(N4CCOCC4)CCCCC3)CC2)cc1,-0.6,·,0.3,·,·,2,-5,18,0

# Limited to PP5 primary, Efflux pump inh and LYPLA2 counter, for some of the entries so far:
canonical_smiles	PP5 primary	Efflux pump inh	LYPLA2 counter
O=C(Nc1nnc(SCC(=O)N2CCCC2)s1)C1CC(=O)N(c2ccc(F)cc2)C1 (stereo not given)	2.5	0.0	3
COC(=O)C1CCN(Cc2cc(=O)oc3cc(OC)ccc23)CC1	0.2	-0.1	-1
Cc1ccc(NC2OC(CO)C(O)C(O)C2O)cc1 (stereo not given)	2.0	-0.1	3
CC(C)(SC(=S)N1CCCCCC1)C(=O)O	1.3	0.0	-1
O=C(N/N=C/c1ccc(OC(=O)c2ccccc2)cc1)c1ccc(CN2CCOCC2)cc1	1.3	0.0	-2

# Returning to the listing, repeating the 2 entries before the break.
SMILES,PP5 primary,TPT1 inh,Efflux pump inh,core dimer inh,Fh CTSL1 inh,PP1 inh,LYPLA2 counter,PREPL inh,GASC-1 inh
O=C(O)c1ccc(OC2CSC2)cc1,3.0,3,0.1,-2,-1,1,2,4,-2
COc1ccc(S(=O)(=O)N2CCN(CC(=O)NCC3(N4CCOCC4)CCCCC3)CC2)cc1,-0.6,·,0.3,·,·,2,-5,18,0
Cc1cc(OC(=O)c2cccs2)ccc1C(C)C,1.9,-2,0.0,7,2,-7,-3,4,-7
Cc1nc(SC(C)C(=O)Nc2c(C)n(C)n(-c3ccccc3)c2=O)nc(C)c1C (stereo not given),-1.3,·,-0.2,·,·,-5,-6,4,·
COc1cccc(CC(NC(C)=O)C(=O)NC2CCN(C(=O)c3ccc(Cl)cc3)CC2)c1OC (stereo not given),-0.6,0,-0.1,-3,1,4,1,3,-8
CC(=O)NNC(=O)CCn1nnc2ccccc21,-3.1,1,-0.1,-1,1,-1,6,-5,2
Cn1c(=O)c(C(=O)NCc2ccccc2Cl)c(O)c2ccccc21,0.7,3,0.4,0,6,-2,0,5,-12
Nc1nonc1-c1nc2ccccc2n1CC(=O)N/N=C\c1ccc(-c2ccc(Cl)cc2)o1,3.3,4,-0.1,84*,0,7,1,3,-7
CCCCN(C(=O)c1cc2c(s1)CCCCC2)c1c(N)n(CCC)c(=O)[nH]c1=O,1.3,·,-0.2,·,·,-2,4,-1,-1
COc1cc(CN2CCC(C(N)=O)CC2)ccc1OCc1ccccc1,1.6,0,0.0,-1,3,0,2,13,-2
CN(CC(=O)NCCN1CCOCC1)S(=O)(=O)c1ccc(F)cc1,2.3,0,0.3,4,2,-1,7,-2,-4
O=C(COc1ccc(C(=O)NCCc2ccccc2)cc1)Nc1ccccc1,1.1,0,-0.4,0,-4,-4,-3,1,1

# core dimer inh, entries above that show a hit
compound | PP5 primary | TPT1 inh | Efflux pump inh | core dimer inh | PREPL inh | GASC-1 inh
Nc1nonc1-c1nc2ccccc2n1CC(=O)N/N=C\c1ccc(-c2ccc(Cl)cc2)o1 | 3.3 | 4 | -0.1 | 84* | 3 | -7

# Additional records:
SMILES,PP5 primary,TPT1 inh,Efflux pump inh,core dimer inh,Fh CTSL1 inh,PP1 inh,LYPLA2 counter,PREPL inh,GASC-1 inh
Cc1cc(C)nc(SCCn2c(N(C)Cc3ccccc3)nc3c2c(=O)n(C)c(=O)n3C)n1,-0.2,0,0.3,0,2,2,0,6,?
O=C(COc1cccc2cccnc12)N/N=C1\SCC(=O)N1Cc1ccccc1,3.5,0,0.1,3,0,6,3,0,20
COc1cccc(-c2nn(-c3ccccc3)cc2CN(C)Cc2ccon2)c1,-0.3,1,0.3,2,-2,-1,2,-1,2
COc1ccccc1NC(=O)C1CCCN(S(=O)(=O)c2ccccc2)C1 (stereo not given),4.4,1,0.6,5,-2,0,-1,8,8
CC(OC(=O)CNC(=O)C12CC3CC(CC(C3)C1)C2)C(=O)Nc1ncc(Cl)cc1Cl (stereo not given),-0.6,5,-0.1,2,-17,4,1,1,?
CCOc1ccc(/C=C/C(O)=C2/C(=O)N(C)C3(C)CC2c2ccccc2O3)cc1OC (stereo not given),0.8,3,0.0,5,3,-1,2,-6,-1
Cc1ccc(NC(=O)CN2C(=O)C3CC=C(Cl)CC3C2=O)cc1 (stereo not given),1.8,-1,-0.1,-13,4,0,11,17,-12
COc1cc(NC(=S)NCCc2ccccc2)c(OC)cc1NC(=O)C(C)C,-0.7,-2,-0.1,-3,1,1,1,-3,-2
COc1ccc(N2CC(=O)N(c3ccc(OC)c(OC)c3)CC2=O)cc1OC,-0.7,2,-0.1,-1,2,0,-4,-3,3
c1ccc(Nc2nc(N3CCOCC3)c3ccccc3n2)cc1,3.6,-9,-0.1,-6,2,3,5,8,-3
Cc1cccc(N(C(=O)c2nsc(Cl)c2Cl)C(C(=O)NC2CCCC2)c2ccc(O)cc2)c1C (stereo not given),1.7,0,-0.4,12,1,4,-5,2,25
COCCCNC(=O)C1CCN(C(=O)Nc2ccc(Cl)cc2)CC1,2.9,1,0.1,0,5,0,3,-4,43
CC(C)NC(=O)Cn1c(SCC(=O)N2CCc3ccccc3C2)nc2ccccc21,-2.3,1,-0.1,0,3,-1,-4,-4,1
CC(C)Cc1nc(SCC(=O)NCC2CCCO2)c2c(=O)n(C)c(=O)n(C)c2n1 (stereo not given),-0.3,-1,0.1,2,-7,0,0,-2,1
Cn1c(=O)c2c(ncn2CC(=O)OCC(=O)NC(c2ccccc2)c2ccccc2)n(C)c1=O,-0.4,2,0.9,-11,-3,-1,8,1,1
Cc1cc(CNC(=O)CC2C(=O)NCCN2Cc2ccccc2)nn1C (stereo not given),-0.4,-3,0.0,4,1,-2,-11,-1,-7
Cn1c(=O)c(=O)n(C)c2cc(S(=O)(=O)N3CCN(c4cccc(C(F)(F)F)c4)CC3)ccc21,-2.6,3,-0.2,5,1,1,3,3,-4
CC1(c2ccccc2)NC(=O)N(CC(=O)N2CCN(S(=O)(=O)c3ccccc3[N+](=O)[O-])CC2)C1=O (stereo not given),1.0,-1,0.7,-1,-1,-2,4,14,2
NC(=O)COC(=O)CNC(=O)c1ccc(Cl)cc1,1.2,0,-0.1,-3,-6,0,-1,-5,5
N#Cc1cc([N+](=O)[O-])ccc1NC(=O)COC(=O)CCC1CCCCC1,8.3,2,0.0,7,-5,3,5,17,-7
Cc1cccc(C)c1NC(=S)NC(=O)c1ccc(Br)o1,-0.3,2,0.0,1,-1,-5,2,6,-5
CCCCC(=O)Nc1nc(C)c(-c2csc(Nc3ccc(Cl)cc3)n2)s1,4.8,3,0.0,-2,1,6,-8,7,24

# Arranged by value in TPT1 inh (largest number first): 4 from the list above
smiles | TPT1 inh
CCCCC(=O)Nc1nc(C)c(-c2csc(Nc3ccc(Cl)cc3)n2)s1 | 3
COCCCNC(=O)C1CCN(C(=O)Nc2ccc(Cl)cc2)CC1 | 1
CC1(c2ccccc2)NC(=O)N(CC(=O)N2CCN(S(=O)(=O)c3ccccc3[N+](=O)[O-])CC2)C1=O (stereo not given) | -1
Cc1cc(CNC(=O)CC2C(=O)NCCN2Cc2ccccc2)nn1C (stereo not given) | -3

# An excerpt. The share of hits here may be higher or lower than overall.
